CSN inh: inhibitors of human CSN-mediated cullin deneddylation | Purified CSN, SCF-Nedd8-OG deneddylation, fluorescence polarization | Q92905 | inhibition, % at 12.5 µM | hit rate 0.38% among 360,000 | AID 651999;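 active = pattern-corrected inhibition above about 35%, with an unprinted fluorescence ratio check between 0.5 and 1.5, limit read from the data, passing the limit was not always enough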;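 also: 0% = enzyme with substrate and 100% = substrate without enzyme; some results filed as inactive read as strong as hits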
Target sequence (Q92905 whole entry, looked up, one chain of several): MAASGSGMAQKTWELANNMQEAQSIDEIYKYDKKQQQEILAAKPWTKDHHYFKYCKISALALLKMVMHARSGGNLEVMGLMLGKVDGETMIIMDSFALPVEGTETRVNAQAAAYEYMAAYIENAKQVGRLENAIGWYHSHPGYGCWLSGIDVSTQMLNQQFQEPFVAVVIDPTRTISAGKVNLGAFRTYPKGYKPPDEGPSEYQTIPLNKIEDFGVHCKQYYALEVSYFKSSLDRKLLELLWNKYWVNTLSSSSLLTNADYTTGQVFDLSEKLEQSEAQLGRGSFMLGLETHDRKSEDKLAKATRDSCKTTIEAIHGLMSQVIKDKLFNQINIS
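Test system: purified human Csn5 enzyme expressed in HEK293T cells. Amount: 0.24 nM enzyme. Reagent: SCFSkp2-Nedd8OG substrate at 10 nM final. Schedule: 90 min incubation of compound, enzyme and substrate at room temperature. Detection: fluorescence polarization. Read-out: % inhibition of substrate cleavage by Csn5.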
STEP inh: STEP (human) phosphatase inhibition; P54829; recombinant STEP, OMFP fluorogenic substrate, fluorescence; inhibition, % at 20 µM; hit rate 0.25% among 360,000; AID 588621;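 active = inhibition at 20 µM, scaled per plate between control wells, above about 37%, limit read from the data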;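 also: 0% = DMSO with enzyme and substrate and 100% = substrate only without enzyme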
Target sequence (P54829 whole entry, looked up): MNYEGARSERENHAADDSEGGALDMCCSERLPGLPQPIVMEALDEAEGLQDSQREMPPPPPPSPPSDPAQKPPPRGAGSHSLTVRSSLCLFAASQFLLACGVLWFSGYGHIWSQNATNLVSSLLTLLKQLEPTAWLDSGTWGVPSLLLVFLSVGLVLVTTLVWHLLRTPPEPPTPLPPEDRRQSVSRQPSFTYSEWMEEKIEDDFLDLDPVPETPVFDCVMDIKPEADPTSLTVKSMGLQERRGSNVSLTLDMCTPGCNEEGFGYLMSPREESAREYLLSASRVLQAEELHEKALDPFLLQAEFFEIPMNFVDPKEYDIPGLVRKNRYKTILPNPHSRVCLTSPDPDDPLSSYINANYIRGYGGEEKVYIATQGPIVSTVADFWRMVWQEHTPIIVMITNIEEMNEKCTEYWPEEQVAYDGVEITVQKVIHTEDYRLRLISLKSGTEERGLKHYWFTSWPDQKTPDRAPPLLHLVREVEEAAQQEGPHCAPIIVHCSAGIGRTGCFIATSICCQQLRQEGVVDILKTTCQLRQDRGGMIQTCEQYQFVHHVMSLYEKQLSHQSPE
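Test system: STEP tyrosine phosphatase / Reagent: OMFP at 25 µM / Doses: 20 µM, 1% DMSO / Read-out: percent inhibition scaled to no-enzyme and uninhibited-enzyme controls, plate-pattern corrected / Detection: FITC-channel fluorescence of OMFP product / Medium: Bis-Tris buffer pH 6.0, 2.5 mM DTT, 0.005% Tween 20 / Schedule: 20 min at room temperature, dark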
SUMO1-SIM PPI: alters human SUMO1 binding to SIM partners. P63165. SUMO1 binding to a labelled peptide, TR-FRET, 1 h. inhibition, % at 20 µM. hit rate 0.33% among 360,000. AID 602429; in the data active = inhibition above about 37%
Tb MetRS inh: Trypanosoma brucei MetRS inhibition | AID 624268 | hit rate 0.4% among 360,000 | purified T. brucei MetRS, ATP depletion, Kinase-Glo luminescence | inhibition, % at 11.9 µM;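 active = inhibition above a per-plate cutoff of the control wells' mean inhibition plus 3 SD, cut at about 5.5% in these data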;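 also: 0% = DMSO wells median and 100% = median of wells with control inhibitor compound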
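Measured by: Kinase-Glo luciferase luminescence reporting remaining unconsumed ATP. Material: purified T. brucei MetRS enzyme. Doses: 11.9 µM compound single dose, 0.9% DMSO. Medium: HEPES buffer containing pyrophosphatase, BSA, spermine, DTT. Times: 15 min preincubation, 2 h reaction, all 25 °C. Reagent: methionine, ATP and bulk E. coli tRNA.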
NadD inh: blocks S. aureus nicotinate mononucleotide adenylyltransferase; purified NadD enzyme, colorimetric absorbance read-out; inhibition, % at 20 µM; hit rate 0.78% among 360,000; in the data active = inhibition above about 26%; also: some compounds past the cut are filed as inactive
LMPTP block: LMPTP (human) inhibition. P24666. recombinant LMPTP-A, OMFP fluorogenic substrate, fluorescence intensity. inhibition, % at 20 µM. hit rate 0.22% among 360,000;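 active = compounds that cut the enzyme signal by at least half of the control window in the single-dose screen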;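 also: plate controls were DMSO wells with enzyme plus substrate for no effect and substrate without enzyme for full effect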
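Test system: LMPTP-A, protein tyrosine phosphatase of low molecular weight; Input: 0.625 nM enzyme; Incubation: 50 min dark incubation at room temperature; Signal: endpoint fluorescence intensity from OMFP dephosphorylation; Read-out basis: % inhibition versus control wells.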
Scp1 inh: Scp-1 (human) phosphatase inhibition. hit rate 0.88% among 340,000. inhibition, % at 20 µM. Recombinant Scp1, phosphopeptide, malachite green phosphate absorbance. AID 493091;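 active = inhibition above about 50% at 20 µM, limit read from the data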;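 also: plate controls were DMSO wells with enzyme for no effect and wells lacking enzyme for full effect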
Target sequence (Q9GZU7 76-261 limits assumed): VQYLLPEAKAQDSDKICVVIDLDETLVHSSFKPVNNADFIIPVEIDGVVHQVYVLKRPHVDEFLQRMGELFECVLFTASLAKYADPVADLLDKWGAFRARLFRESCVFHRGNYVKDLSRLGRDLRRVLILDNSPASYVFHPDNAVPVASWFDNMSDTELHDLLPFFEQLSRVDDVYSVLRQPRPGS
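Incubation: 45 min enzyme reaction at room temperature / System: truncated SCP-1 phosphatase (76-261aa) / Reagent: Phospho 17-mer peptide substrate / Buffer or medium: Acidic Tris acetate buffer with magnesium and detergent / Signal: absorbance at 630 nm / Doses: one concentration, 20 µM, with 1.0% DMSO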
PABP1 MLLE inh: blocks PAM2 peptide binding to the PABP1 MLLE domain. hit rate 0.36% among 360,000. inhibition, % at 20 µM. GST-MLLE / FITC-PAM2 fluorescence polarization. P11940; in the data active = inhibition above about 35%, passing the limit was not always enough;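 also: plate controls were DMSO wells with GST-MLLE for no effect and wells lacking GST-MLLE protein for full effect; some results filed as inactive read as strong as hits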
Rpn11 inh: inhibitors of human proteasome Rpn11. O00487. calls only at 20 µM. human 26S proteasome, Ub4-pepOG fluorescence polarization; 20S core pre-blocked with epoxomicin. hit rate 0.59% among 360,000;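 active = inhibition at 20 µM, scaled to each plate's controls, above about 33%, limit read from the data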
DNMT1 block: inhibitors of human DNMT1; DNMT1 molecular beacon, Hinp1I cleavage, fluorescence; inhibition (reported as % activation of signal), % at 10 µM; hit rate 0.83% among 360,000; AID 588458; in the data active = inhibition above about 50%
The depositor's hits bear a star; i = inactive; nt = not tested or not shown; + = active, no number.

CSN inh	STEP inh	SUMO1-SIM PPI	Tb MetRS inh	NadD inh	LMPTP block	Scp1 inh	PABP1 MLLE inh	Rpn11 inh	DNMT1 block	SMILES
2	1	-1	-0.4	1	0.5	0	-11	i	3	NC(=O)CSc1nnc(C2CC2)n1Cc1ccccc1
-3	-1	3	0.2	-3	-1.6	-2	-86	i	1	CCCCN(CC)C(=S)Nc1ccc2nc3n(c(=O)c2c1)CCCCC3
-2	-1	-3	-0.7	-2	1.4	-4	-12	i	-2	CCc1ccc(/C=N/NC(=O)c2cc(C3CC3)nc3ccccc23)s1
14	-2	-110	-1.4	1	2.3	1	-42	i	31	Cc1ccccc1OCC(=O)Nc1ccc2c(c1)C(=O)c1ccccc1C2=O
9	0	-31	-0.2	1	-11	-7	15	i	0	CCOC(=O)C1CCCN(C(=O)c2cccc(S(=O)(=O)N(C)c3ccc(OC)cc3)c2)C1 (stereo not drawn)
4	-1	-13	-0.2	-13	0.6	-10	4	i	-3	O=C(c1cc(Cl)nc2ccccc12)N1CCN(S(=O)(=O)c2ccccc2[N+](=O)[O-])CC1
10	6	-19	0.7	-5	15	-2	6	i	0	COc1cccc(/C=C2\SC(=S)N(CCCC(=O)Nc3ccc(C(=O)O)cc3)C2=O)c1
-4	1	-2	-0.3	7	0.5	-3	-10	i	1	COC(=O)CSC(=S)N1C(C)CCCC1C (stereo not drawn)
-5	3	-2	0.1	-2	-0.8	-5	12	i	1	O=C1CCCN1c1ccc(S(=O)(=O)NCc2ccc(F)cc2)cc1
2	1	-80	0.1	4	-6.7	-1	-6	i	-21	CCN(CC(=O)Nc1ccc(NC(C)=O)cc1)C(=O)CN1C(=O)NC(C)(c2ccc3ccccc3c2)C1=O (stereo not drawn)
0	8	0	0.7	8	-2.7	0	-9	i	-2	COc1ccc(C2C(CC(=O)O)=C(O)C(=O)N2c2ccccc2)cc1 (stereo not drawn)
-2	0	0	0.3	1	-0.9	-7	-2	i	4	CCOc1ccc(-c2cc(CCCC(=O)NCc3ccco3)no2)cc1
0	-4	-3	-0.6	-9	-0.2	-1	5	i	-5	CC(C)CC(=O)CC1(O)C(=O)Nc2ccccc21 (stereo not drawn)
2	-2	0	-0.8	-4	1.1	-7	-26	i	-14	O=C(COC(=O)Cc1ccccc1F)Nc1ccc2c(c1)OCO2
11	-4	1	-0.1	3	1.4	-13	12	i	-4	Cc1cccn2c(CNCCCOc3cccnc3)c(C(=O)N3CCOCC3)nc12
-3	2	-11	1.1	-7	0.9	2	-10	i	-8	COc1cccc(CNC(=O)Cn2nc(-c3ccc(Cl)cc3)ccc2=O)c1
3	1	1	-0.4	0	-1.5	-10	-9	i	6	Cc1ccccc1-c1nnc(SCC(=O)N(C)c2c(N)n(Cc3ccccc3)c(=O)[nH]c2=O)n1C
0	3	5	0.2	-6	1.4	-9	1	i	-3	O=C(c1ccc(Cl)cc1)N1CCN(c2cccc3[nH]ccc23)CC1
-2	2	-11	-0.4	10	2.3	-21	1	i	-4	COc1cc(NC(=O)c2cccs2)c(C(=O)OCC(=O)c2cc(C)n(-c3ccccc3)c2C)cc1OC
0	0	-2	-0.8	-7	-0.8	-9	1	i	2	O=C(Cc1csc(NC(=O)c2ccccc2)n1)NO
-2	-1	2	-0.2	-6	1.0	-10	-12	i	-3	Nc1cc(Cl)ccc1C(=O)OCC(=O)NCc1cccs1
-11	-3	-2	-0.2	2	2.7	-14	-10	i	-14	COc1cc2c(cc1NC(=O)COC(=O)[C@@H](NS(=O)(=O)c1cccc(Cl)c1)C(C)C)oc1ccccc12
28	4	-1	-0.2	22	1.9	-8	-32	+	-11	Cc1ccccc1-n1c(C)cc(/C=C2/C(=N)N3C(c4ccccc4)=CSC3=NC2=O)c1C
2	1	5	-0.1	0	0.0	-11	-7	i	0	Oc1c(C(c2ccccc2)N2CCCCC2)sc2ncnn12 (stereo not drawn)
2	-6	2	-0.1	-3	-0.7	-3	-6	i	2	CC(=O)Nc1nc2ccc(NC(=O)c3ccco3)cc2s1

Of the compounds above, 2 have two or more sulfur atoms.
CSN inh	STEP inh	SUMO1-SIM PPI	Tb MetRS inh	NadD inh	LMPTP block	Scp1 inh	PABP1 MLLE inh	Rpn11 inh	DNMT1 block	SMILES
10	6	-19	0.7	-5	15	-2	6	i	0	COc1cccc(/C=C2\SC(=S)N(CCCC(=O)Nc3ccc(C(=O)O)cc3)C2=O)c1
-4	1	-2	-0.3	7	0.5	-3	-10	i	1	COC(=O)CSC(=S)N1C(C)CCCC1C (stereo not drawn)

Later entries
CSN inh	STEP inh	SUMO1-SIM PPI	Tb MetRS inh	NadD inh	LMPTP block	Scp1 inh	PABP1 MLLE inh	Rpn11 inh	DNMT1 block	SMILES
-14	1	-11	-0.5	-1	0.8	-21	4	i	-2	COCCNC(=O)/C(C#N)=C/c1ccc(-c2ccc(OC)cc2[N+](=O)[O-])o1
3	1	5	-0.1	2	-2.7	-3	0	i	-1	CCOCCCNC(=O)C1CCN(S(=O)(=O)c2ccc3nc4c(c(C(=O)O)c3c2)CCCCC4)CC1
-1	-3	0	-0.5	-1	-0.6	-6	0	i	2	CCc1cc2c(=O)n(CC(=O)NC3CCCCC3)cnc2s1
8	1	-4	0.2	-6	-1.9	-7	-23	i	-1	CS(=O)(=O)Nc1cccc(C2=NN(S(C)(=O)=O)C(c3ccccc3)C2)c1 (stereo not drawn)
0	1	1	-0.7	7	1.3	4	-5	i	-6	COC(=O)[C@]1(Cc2ccccc2)N[C@H](CN(C)C(=O)Nc2ccc(F)cc2)[C@@H]2C(=O)N(Cc3ccccc3)C(=O)[C@@H]21
-6	0	16	-0.1	1	0.1	15	29	i	12	CC(C)C1Nc2ccc(C(=O)O)cc2C2C=CCC21 (stereo not drawn)
5	-1	-2	-0.5	-3	-0.1	-8	-10	i	-4	CCOc1ccc(CCNC(=O)Cn2ccc3cc(S(=O)(=O)N4CCCC4)ccc32)cc1
-1	4	11	0.6	-6	1.7	3	9	i	3	O=C(Nc1sc2c(c1C(=O)O)CCC2)c1cccs1
4	0	1	-0.6	7	-2.5	-8	1	i	0	O=c1oc2ccccc2c2c1ncn2-c1ccccc1
1	0	4	-0.9	5	0.8	-2	1	i	0	CCOC(=O)Cc1cc(=O)n2[nH]c(C)c(-c3ccc(OC)cc3)c2n1
-3	-4	6	0.0	-5	0.7	-13	5	i	-1	COc1ccc(NC(=O)CN(c2ccccc2)S(=O)(=O)N(C)C)cc1Cl
13	-2	-2	-0.1	-4	-1.2	-2	12	i	-8	CC(=O)/C=C\c1ccc(OC(=O)c2cccnc2)cc1
-8	-2	4	0.6	-1	2.5	-19	6	i	-3	COc1ccccc1OCCOc1ccc(C(=O)c2ccccc2)cc1
-2	-1	6	0.0	-2	-1.1	-5	-5	i	1	CC(OC(=O)CCN=C1NS(=O)(=O)c2ccccc21)C(=O)Nc1ccc(F)cc1Cl (stereo not drawn)
-4	-3	-3	0.1	-8	0.2	-8	12	i	2	CC12CCC(=O)N1C(C(=O)OCC(=O)Nc1cc(S(=O)(=O)N3CCCCC3)ccc1Cl)CS2 (stereo not drawn)
4	-1	-3	0.7	6	-0.8	-3	3	i	38	Cc1ccc(NC(=O)Cn2nnc(C(=O)Nc3ccc(C)c(C)c3)c2N)cc1
2	-1	1	-1.5	-1	1.3	2	-38	i	-6	CCOC(=O)CSc1nnc(CNc2cccc(Cl)c2)n1-c1ccccc1
0	-1	-3	-1.4	-3	-1.2	-1	11	i	-2	CCOC(=O)C(C)Sc1nc2c(c(=O)[nH]c(=O)n2C)n1CCc1ccccc1 (stereo not drawn)
-6	-1	-1	-0.3	-5	-1.9	-5	3	i	3	CCCCN(C(=O)CC1CCCCC1)c1c(N)n(CC(C)C)c(=O)[nH]c1=O
2	-2	-2	-0.1	4	-1.4	-7	0	i	2	Cc1ccc(S(=O)(=O)NC(C)C(=O)Nc2ccc(C(N)=O)cc2)cc1 (stereo not drawn)
0	0	-2	-0.2	-5	-0.1	-3	5	i	-1	CCC1CN(C(=O)N2CCC(C(=O)NCCc3ccccc3)CC2)c2ccccc2O1 (stereo not drawn)
-1	-3	-24	0.5	0	0.9	nt	14	i	8	O=C(NCCNc1ccc([N+](=O)[O-])cc1)c1ccccc1Cl
2	0	-5	-0.6	-3	-0.6	-5	-1	i	-1	O=S(=O)(NCc1ccco1)c1ccc2ccccc2c1
6	1	-2	-1.1	1	-1.7	7	-2	i	8	CS(=O)(=O)Nc1ccc(-c2n[nH]c(=S)n2-c2ccccc2)cc1
2	1	-18	-0.1	1	-0.4	-2	8	i	1	O=C(c1ccccc1[N+](=O)[O-])N1CCC(Cc2ccccc2)CC1

Following part
CSN inh	STEP inh	SUMO1-SIM PPI	Tb MetRS inh	NadD inh	LMPTP block	Scp1 inh	PABP1 MLLE inh	Rpn11 inh	DNMT1 block	SMILES
-1	0	1	-0.1	0	-0.2	-9	2	i	9	COc1ccc(CNC(=O)CCCCCn2c(SCC#N)nc3cc4c(cc3c2=O)OCO4)cc1
-13	-1	-9	0.5	-3	-0.3	-1	-4	i	1	COc1ccc(C(=O)N/C(=C\c2ccco2)C(=O)NC2CCS(=O)(=O)C2)cc1 (stereo not drawn)
-2	-1	3	0.1	5	-2.4	-6	-3	i	-3	Cc1cccc(NC(=S)NNC(=O)c2nn(C)cc2Cl)c1
2	3	2	-0.5	-11	-0.2	-5	6	i	3	Cc1cc(NC(=O)C(C)SCC(=O)N(C)CC(=O)Nc2ccc(Br)cc2C)no1 (stereo not drawn)
6	-2	6	-0.1	-6	2.2	-7	-11	i	-3	CC(=O)c1ccc(NC(=O)COc2ccccc2C(=O)Nc2ccccc2)cc1
-1	2	0	-0.9	-12	1.3	-9	-8	i	1	COc1ccc(NC(=O)c2ccc(COc3ccccc3)o2)cc1
-4	3	7	-0.3	2	4.0	-6	7	i	1	CN(CC(=O)Nc1cc(S(=O)(=O)N2CCCCCC2)ccc1Cl)Cc1ccc2c(c1)OCO2
1	-3	-11	-0.2	2	2.3	-7	9	i	15	Cc1ccc(-n2[nH]c(C)c(/C=C3/C=Nc4ccccc43)c2=O)cc1C
0	-2	-1	-0.6	1	0.0	2	-2	i	1	CCCC(C)NC1=NCCCCC1 (stereo not drawn)

Screens from PubChem BioAssay.
